MBD2 inh – blocks human MBD2 binding to methylated DNA; inhibition, % at 4.4 µM; TR-FRET, MBD2 binding to methylated oligonucleotide; 370,000 tested, 0.31% active; in the data active = inhibition above about 13%
TCR-CD3 inh – human TCR-CD3 binding inhibition; TAMRA-labeled TCR probe fluorescence, biochemical; inhibition, % at 9.4 µM; 360,000 tested, 0.37% active; in the data active = inhibition above about 19%;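 note: recombinant mutant TCR 2C K166C tagged with TAMRA read by polarization; 0% = receptor in buffer alone and 100% = receptor with positive control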
PG9 Ab binder – binds the HIV-1 gp120 antibody PG9 | TR-FRET gp120-PG9 antibody binding | inhibition, % at 6.7 µM | 360,000 tested, 0.43% active | AID 624416; in the data active = inhibition above about 8.5%
PRMT1 FP inh – blocks human protein arginine methyltransferase 1 | Q99873 | recombinant PRMT1, activity-based probe fluorescence polarization | inhibition, % at 2.79 µM | 370,000 tested, 1.3% active;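 active = inhibition above about 21% made by adding two undisclosed values, limit read from the data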
Target sequence (Q99873 whole entry, looked up): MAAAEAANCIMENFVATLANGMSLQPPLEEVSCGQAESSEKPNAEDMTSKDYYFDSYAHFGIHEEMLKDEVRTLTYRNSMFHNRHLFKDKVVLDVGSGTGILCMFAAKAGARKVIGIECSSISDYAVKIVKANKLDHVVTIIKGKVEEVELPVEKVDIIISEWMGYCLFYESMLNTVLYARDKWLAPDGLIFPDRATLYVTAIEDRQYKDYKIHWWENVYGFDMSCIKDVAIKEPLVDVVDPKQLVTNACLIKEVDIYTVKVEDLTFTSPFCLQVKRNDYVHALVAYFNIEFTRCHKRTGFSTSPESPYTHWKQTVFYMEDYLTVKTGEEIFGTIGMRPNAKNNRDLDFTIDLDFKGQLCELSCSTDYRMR
HTRA1 inhibitor – inhibitors of human serine peptidase HTRA1 | recombinant HTRA1, FP-rhodamine activity-based probe, fluorescence polarization | AID 504803 | 340,000 tested, 0.5% active | Q92743 | inhibition, % at 5.96 µM; in the data active = inhibition above about 36%;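 note: 0% = enzyme with DMSO and 100% = wells lacking enzyme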
ABHD4 inh – inhibitors of mouse ABHD4 | Q8VD66 | purified mABHD4, FP-Rh probe fluorescence polarization | inhibition, % at 8.92 µM | 370,000 tested, 0.54% active;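 active = inhibition exceeding the mean over every tested compound plus 3 SD, cut at about 30% in these data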;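 note: 0% = plate median of compound wells and 100% = S159A mutant with DMSO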
Target sequence (Q8VD66 whole entry, looked up): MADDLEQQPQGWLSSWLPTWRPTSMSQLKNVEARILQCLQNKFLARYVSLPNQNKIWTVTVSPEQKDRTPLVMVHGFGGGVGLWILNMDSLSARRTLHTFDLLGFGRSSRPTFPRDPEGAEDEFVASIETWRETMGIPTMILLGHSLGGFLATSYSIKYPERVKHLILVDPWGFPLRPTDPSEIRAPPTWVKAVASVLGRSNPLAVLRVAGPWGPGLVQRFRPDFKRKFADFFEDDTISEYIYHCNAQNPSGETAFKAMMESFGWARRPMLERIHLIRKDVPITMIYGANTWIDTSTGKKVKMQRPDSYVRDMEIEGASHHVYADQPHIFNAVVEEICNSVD
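assay system = mABHD4 protein | compound dosing = single nominal dose of 8.92 µM, 0.89% DMSO final | read-out basis = percent inhibition of probe binding, normalized to plate controls | schedule = Enzyme–compound pre-incubation 45 min, then probe 60 min, both 25 °C | detection = fluorescence polarization, excitation 525 nm, emission 598 nm, BODIPY TMR filters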
NR1D1 modulator – modulators of human Rev-erb alpha DNA binding | Rev-erbα–FITC-DNA binding, fluorescence polarization, 90 min | activity, % at 10 µM | 370,000 tested, 0.79% active;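 active = activity above about 14%, limit read from the data; passing the limit was not always enough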;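 note: 0% = DMSO wells with 35 nM protein and 100% = DMSO wells with 750 nM protein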
LEDGF integ inh – blocks HIV-1 LEDGF/p75-dependent DNA integration. TR-FRET IN-LEDGF/p75 DNA integration, Eu/Cy5. inhibition, % at 3.7 µM. 370,000 tested, 0.64% active;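 active = inhibition above the screen-wide mean plus 3 SD, cut at about 13% in these data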;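 note: signal is the Cy5 over europium emission ratio at 671 and 618 nm; 0% = plate median of compound wells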
UHRF1 MBD2 ctr – human UHRF1 methylated DNA binding inhibitors; Q96T88; UHRF1 binding to methylated oligo, TR-FRET; inhibition, % at 4.4 µM; 370,000 tested, 0.75% active; AID 687016; in the data active = inhibition above about 21%;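 note: UHRF1 SRA domain binding a hemimethylated CpG hairpin DNA probe; 0% = median of test compound wells and 100% = reference inhibitor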
rCAG binder – binds r(CAG) RNA repeats; r(CAG) RNA repeat, TO-PRO-1 dye displacement fluorescence; inhibition, % at 3 µM; 370,000 tested, 1.3% active;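 active = inhibition above the plate cutoff, the mean of all test compounds on that plate plus 3 SD, cut at about 35% in these data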;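 note: 0% = DMSO alone and 100% = 100 µM mitoxantrone as full dye displacement; higher means more dye released from RNA so lower well fluorescence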
Active calls of the source: *; nt = no result given.

Compound,TCR-CD3 inh,NR1D1 modulator,HTRA1 inhibitor,PG9 Ab binder,rCAG binder,LEDGF integ inh,UHRF1 MBD2 ctr,ABHD4 inh,MBD2 inh,PRMT1 FP inh
COc1ccc(C(=S)N2CCCC2)cc1OC,-3,4,2,-1.3,-3,2,-1,8,3,-1
COc1ccc2c(c1)c1nc3ccccc3nc1n2Cc1ccc(OC(C)C)c(OC)c1,5,3,-1,-0.3,2,1,-3,0,-1,-1
CC(=O)NNc1cc(N2CCOCC2)nc(N2CCOCC2)n1,13,-3,7,-0.1,-1,0,-2,10,-1,-6
Clc1cccc(/C=N/Nc2nc(Cl)nc3ccccc23)c1,6,8,-1,-2.1,15,0,-2,-1,1,3
Cc1ccc(NC(=O)NC(=O)COc2ccc(Cl)cc2Cl)c(C)c1,-1,2,-5,0.2,0,0,1,2,-3,3
Cc1nc(SCc2ccc(Cl)cc2)ncc1C(=O)O,3,1,0,-0.9,3,2,-3,-2,3,-1
COc1cc([N+](=O)[O-])ccc1N,-4,5,1,1.5,-4,-5,-5,-9,0,5
O=C(/C=C/c1ccccc1)Nc1cccnc1,-9,-5,1,0.9,-7,0,-1,0,-6,4
C=CCOC(=O)C1CC=CCC1C(=O)Oc1ccc(F)cc1F (configuration not stated),-2,0,2,0.6,-6,-7,2,2,0,1
COCCN(C(=O)COC(=O)CCCOc1ccccc1)c1c(N)n(Cc2ccccc2)c(=O)[nH]c1=O,-8,4,-6,0.8,-5,2,0,3,-2,-5
Cc1ccsc1C(=O)N(C)C1CCS(=O)(=O)C1 (configuration not stated),5,-5,2,-0.4,1,2,-1,-3,-2,-7
COC(=O)[C@]12C=CCN1[C@H](c1ccc(Cl)cc1)c1c(c3ccccc3n1S(=O)(=O)c1ccc(C)cc1)C2,nt,3,nt,nt,26,8,-3,-42,-3,4
COC(=O)c1ccccc1NC(=O)Oc1ccc(F)cc1,-6,3,-4,0.8,-1,-2,3,2,5,-1
COc1cccc(N2CCN(C(=O)C3CCN(S(=O)(=O)c4ccc5c(c4)oc(=O)n5C)CC3)CC2)c1,1,2,-3,-2.6,-2,1,3,1,1,1
O=C(CN1C(=O)NC2(CCCCCC2)C1=O)Nc1ccc([N+](=O)[O-])cc1,1,-2,0,0.1,2,0,-1,2,-4,-1
COc1ccc(N(Cc2cc3cc(OC)ccc3[nH]c2=O)S(=O)(=O)c2ccc(NC(C)=O)cc2)cc1,5,5,-11,-1.3,10,-4,0,-7,2,4
COCc1cc(C)nc(OCC(=O)N/N=C\c2cc(C)n(-c3cccc(C(F)(F)F)c3)c2C)c1C#N,6,0,-5,-0.9,2,1,-2,6,-3,1
COc1c(Br)cc(Br)cc1/C=N/NC(=O)c1cccnc1,-2,4,5,-2.6,1,6,-3,-13,1,3
Cc1ccc(Cl)c(OCC(=O)Nc2ccc(S(=O)(=O)NC3=NCCCCC3)cc2)c1,2,-6,-20,-1.9,4,0,-2,-5,-1,-1
CCN(CC)CCNS(=O)(=O)c1ccc2[nH]cc(C(=O)O)c(=O)c2c1,9,-1,-1,-2.8,2,3,6,7,2,4

2 compounds drawn at random from the list so far:
Compound,TCR-CD3 inh,NR1D1 modulator,HTRA1 inhibitor,PG9 Ab binder,rCAG binder,LEDGF integ inh,UHRF1 MBD2 ctr,ABHD4 inh,MBD2 inh,PRMT1 FP inh
COc1cccc(N2CCN(C(=O)C3CCN(S(=O)(=O)c4ccc5c(c4)oc(=O)n5C)CC3)CC2)c1,1,2,-3,-2.6,-2,1,3,1,1,1
Clc1cccc(/C=N/Nc2nc(Cl)nc3ccccc23)c1,6,8,-1,-2.1,15,0,-2,-1,1,3

Next structures.
Compound,TCR-CD3 inh,NR1D1 modulator,HTRA1 inhibitor,PG9 Ab binder,rCAG binder,LEDGF integ inh,UHRF1 MBD2 ctr,ABHD4 inh,MBD2 inh,PRMT1 FP inh
CC1CN(C(=S)NC(=O)c2ccco2)CC(C)O1 (configuration not stated),-5,7,3,-2.0,-1,-3,4,6,-2,1
COc1ccc(C(=O)N[C@H](C(=O)NCc2cccs2)C(C)C)cc1,-1,nt,-2,0.9,-2,-1,0,0,-1,7
O=C(O)c1ccc(S(=O)(=O)N2CCc3ccccc3C2)cc1,0,11,-2,-1.0,3,4,0,7,-5,-2
COC(=O)[C@]12C[C@H](CC(=O)N3CCN(C(=O)c4ccco4)CC3)C(=O)N(CCc3ccc(OC)c(OC)c3)C1=C[C@H](COCc1ccccc1)O[C@@H]2C,nt,2,nt,nt,3,7,-2,-11,0,-4
CN1C(=O)OC(C)(CCc2ccccc2)C1(C)O (configuration not stated),-1,1,4,0.0,1,2,1,-5,0,-1
Cc1ccc(S(=O)(=O)/N=C(\CN2CCOCC2)N2CCCC2)cc1,-1,-6,0,-0.1,-1,3,-1,-3,-2,2
C=CCN1C(=O)c2ccc(C(=O)OCC(=O)N3CCN(c4ccccc4)CC3)cc2C1=O,-3,3,4,-3.5,0,1,2,-2,0,-4
Sc1oc(-c2ccccc2)cc1C=Nc1ccccc1,1,1,-23,-4.4,14,4,-1,6,-5,12
C#CCNC(=O)C[C@H]1C[C@@]2(C(=O)OC)C(=C[C@H](C3CCCC3)O[C@@H]2C)N(CCCCCCCC)C1=O,6,6,nt,0.8,6,0,1,1,-2,0
CC(C)C(CC(=O)NCc1ccco1)c1ccco1 (configuration not stated),-4,1,-7,-1.1,6,5,0,2,1,8
COCCNc1nc(-c2cc3ccccc3o2)cs1,0,0,7,-1.7,-1,-5,1,0,3,3
CCOC(=O)CSc1nnc(CNc2cccc(Cl)c2)n1C,-7,-5,10,0.1,-3,2,2,-2,1,2
OCC1(Cc2ccccc2)CCCN(C2CCCC2)C1 (configuration not stated),5,-1,12,-0.1,-1,4,1,-2,-5,-7
O=C1CCN(Cc2ccc(Cl)cc2Cl)C(=O)N1,4,-12,-2,1.5,0,-1,-1,-4,-4,0
CCOC(=O)C[C@H]1c2cc(F)ccc2S(=O)(=O)N1C1CCCC1,3,4,-4,-0.9,-5,2,-1,4,-4,-3
Cc1c(C(=O)N2CCN(c3ccccc3)CC2)oc2c1C(=O)CC(C)(C)C2,12,3,-2,-0.8,-10,0,-2,4,2,0
Nc1nc(OCC(F)(F)F)cc(Oc2ccccc2F)n1,0,-4,-4,1.7,-5,2,-1,-5,2,0
CCOc1ccccc1NC(=O)C1CCCCN1S(=O)(=O)c1ccccc1 (configuration not stated),0,-1,-6,-1.4,1,3,1,-11,1,-3
CCC(=O)Nn1c(C2CCC2)nc2ccccc2c1=O,0,-1,5,-2.3,1,1,3,-1,2,0
CC(=O)Nc1ccc(-n2nnnc2SCC(=O)Nc2cccc(NC(=O)c3ccco3)c2)cc1,8,-12,-5,-0.4,9,2,0,-20,1,0

Following part.
Compound,TCR-CD3 inh,NR1D1 modulator,HTRA1 inhibitor,PG9 Ab binder,rCAG binder,LEDGF integ inh,UHRF1 MBD2 ctr,ABHD4 inh,MBD2 inh,PRMT1 FP inh
N#C/C(=C\c1ccc(Cl)cc1Cl)c1n[nH]c(Cn2cncn2)n1,4,5,9,-2.7,3,-2,-3,-1,-7,-1
CC(CNC(=O)Cn1ccc(N)nc1=O)c1ccccc1 (configuration not stated),0,-2,-13,1.2,1,0,-2,-7,4,-3
COc1cc2c(cc1OC)C(c1ccccc1)NCC2 (configuration not stated),7,-1,3,-0.8,-2,1,-2,-4,-4,-3
COc1ccc(C(=O)COC(=O)CNC(=O)c2ccc(C)s2)c(OC)c1,-6,-8,-3,-0.5,6,-3,4,-11,8,4
O=C(CSc1nnc(-c2ccccc2)n1CC1CCCO1)N1CCCC1 (configuration not stated),7,-3,2,-3.2,-1,-2,0,0,0,-1
COC(=O)c1c(-c2ccccc2Cl)noc1-c1cnc(N)nc1C(F)(F)F,-2,-3,7,3.7,-1,2,-2,-2,-4,0
Cc1ccc(NC(=S)Nc2ccc(Br)cc2)cc1,-2,8,-1,0.6,5,0,4,3,-5,2
CCOC(=O)c1cc(C#N)c(SCC(=O)O)[nH]c1=O,-7,0,4,-2.1,4,6,2,0,0,4
Cc1cc(C)c(C(O)c2ncc(-c3ccccc3F)[nH]2)c(C)c1 (configuration not stated),-7,5,nt,-0.1,0,2,3,-8,2,2
CC(C)C(NS(=O)(=O)c1cccc2nsnc12)C(=O)N1CCn2c1nc1ccccc12 (configuration not stated),12,5,1,-1.9,2,-2,0,1,14*,-2
COc1ccc(-c2coc3c(C(=O)NCCN4CCOCC4)cccc23)c(C)c1,-1,-6,nt,-1.2,0,-2,-1,5,-1,3
CCN1C(=NCCCOC(C)C)N[C@@H](CCc2ccccc2)[C@H](C(=O)NCCCOC(C)C)[C@H]1C,4,4,-1,-1.4,-18,2,-4,3,-4,11
CCc1csc(CCNC(=O)C2CCC(=O)N(CCc3cccc(F)c3)C2)n1 (configuration not stated),6,3,-5,-1.3,1,2,1,-8,5,-3
NS(=O)(=O)c1ccc(N2N=C(c3ccccc3)CC2c2ccc(Br)cc2)cc1 (configuration not stated),5,-4,nt,3.4,10,1,-4,-30,-6,-4
CNC(=S)Nc1ccc([N+](=O)[O-])cc1C,-7,-7,0,-4.5,3,-1,-1,0,-3,3
CCC(=O)NNc1ncnc2c1cnn2-c1ccccc1,3,-2,4,1.9,-1,0,0,-1,5,-1
Cc1cccc(NCN2C(=O)C3C4C=CC(C4)C3C2=O)c1 (configuration not stated),5,0,0,-0.6,-2,-2,0,-7,1,1
C(=N\c1nccs1)/Nc1nccs1,7,7,4,0.8,0,1,-1,-2,5,1
O=C(Nc1ccccc1)c1ccccc1CCc1ccccc1,3,0,-20,0.4,-5,1,0,-17,-2,-4
CN1C(=O)CC(N2CCN(c3ccccc3)CC2)C1=O (configuration not stated),-6,1,3,-0.5,0,-1,0,-1,0,0

(listing goes on)
Compound,TCR-CD3 inh,NR1D1 modulator,HTRA1 inhibitor,PG9 Ab binder,rCAG binder,LEDGF integ inh,UHRF1 MBD2 ctr,ABHD4 inh,MBD2 inh,PRMT1 FP inh
CC(NS(=O)(=O)c1ccc(Cl)cc1)C(=O)N1CCOCC1 (configuration not stated),-1,-4,3,0.1,1,-3,0,4,8,3
Cc1ccc(Cc2c(C)nc3nc(SCC(=O)NCCCN4CCCCC4)nn3c2C)cc1,-8,-3,5,-0.5,-3,-6,1,4,-3,-1
C[C@H](CO)N1C[C@H](C)[C@@H](CN(C)C(=O)Nc2ccccc2)Oc2c(NS(=O)(=O)c3ccccc3)cccc2C1=O,-1,-4,2,-1.2,10,0,0,-5,2,1
[O-][n+]1c2ccccc2c2n1CCCN=C2c1ccc(Cl)cc1,7,-1,-4,-0.4,2,-4,-1,2,-4,-1
COc1ccc(C(=O)Nc2ccc(C)cc2C(=O)c2ccccc2)cc1,2,-1,-29,-1.4,3,-1,0,-2,-1,1
O=C(CSc1nnc(-c2c[nH]c3ccccc23)n1C1CC1)NC1CCS(=O)(=O)C1 (configuration not stated),2,2,7,0.2,3,1,-3,4,2,-2
Nn1c(SCC(=O)Nc2ccccc2)nnc1-c1cccnc1,2,-3,3,-0.1,-4,2,-1,3,0,-3
Cc1ccc(C(c2nnnn2C(C)(C)C)N(Cc2ccco2)Cc2cccs2)cc1 (configuration not stated),2,2,3,2.5,6,3,2,-3,0,2
Cc1csc(CNC(=O)c2ccc(OC3CCN(CCc4ccccc4)CC3)cc2)n1,4,-3,-6,-0.7,-8,-2,-2,-2,0,0
Cc1cc(C)c(NC(=O)CN(C)CC(=O)N(C)CC(=O)Nc2c(Cl)cccc2Cl)c(C)c1,-4,-2,0,-1.4,-1,-1,-1,-1,-2,-3

Compound activity: PubChem BioAssay, several laboratories

A portion of the library (hit frequency here may not be typical).
